Screening results (PubChem)
GSK3B inh – inhibitors of human GSK3beta kinase | GST-GSK3beta kinase, ADP-Glo luminescence, 60 min; stronger effect = lower value | P49841 | activity score (negative = inhibition), % at 10 µM | AID 2097 | 0.038% of 300,000 active;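 active = more than half of replicate wells score below -50%, meaning over 50% inhibition versus plate controls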;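 note: 0% = median DMSO wells and -100% = median GW8510 positive control wells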
Target sequence (P49841 whole entry, looked up): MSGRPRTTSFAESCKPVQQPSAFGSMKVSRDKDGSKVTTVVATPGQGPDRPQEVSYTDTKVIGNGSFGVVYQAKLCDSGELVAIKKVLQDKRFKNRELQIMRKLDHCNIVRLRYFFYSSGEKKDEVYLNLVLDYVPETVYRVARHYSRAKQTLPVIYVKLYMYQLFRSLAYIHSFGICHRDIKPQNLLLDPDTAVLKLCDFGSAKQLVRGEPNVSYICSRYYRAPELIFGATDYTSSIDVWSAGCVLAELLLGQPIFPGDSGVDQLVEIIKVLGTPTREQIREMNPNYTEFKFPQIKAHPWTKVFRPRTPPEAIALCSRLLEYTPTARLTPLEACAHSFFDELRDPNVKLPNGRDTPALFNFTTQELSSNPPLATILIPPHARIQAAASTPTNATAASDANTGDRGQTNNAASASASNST
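Assay system: GST-fused GSK3beta enzyme, cell-free / Medium: Tris pH 7.5 buffer with MgCl2, DTT, BSA, heparin / Also added: peptide substrate plus 25 µM ATP (final) / Compound: 10 µM single point / Timing: kinase reaction with compound 60 min at room temperature / Detection: ADP-Glo luminescence / Benchmarks: DMSO neutral wells and GW8510 at 20 µM as positive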
HSP90 inh – inhibitors of HSP90 luciferase refolding in rabbit reticulocyte lysate. inhibition, % at 5.6 µM. AID 1789. luciferase refolding luminescence, 3 h. 0.91% of 290,000 active;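 active = inhibition above the screen-wide mean plus 3 SD, computed separately per campaign, cut at about 16% in these data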;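 note: 0% = DMSO wells and 100% = 60 µM geldanamycin wells; inhibitors lower the luminescence because luciferase stays unfolded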
HIF act – HIF pathway transcriptional activation; 0.32% of 300,000 active; U2OS HRE-luciferase reporter, luminescence; normalized: DMSO 0%, desferrioxamine 100%; activation, % at 7.5 µM (by protocol); AID 1910;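 active = mean activation of at least 10% of the iron chelator positive control signal, with at least half of replicates also reaching 10%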
aSyn 5UTR inh – 5' untranslated region of α-synuclein, MLPCN primary screen. alpha-synuclein 5'UTR reporter, inhibitor activity. inhibition, % (tested at 7.5 µM). 0.82% of 300,000 active. AID 1813; in the data active = inhibition above about 60%;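 note: H4 neuroglioblastoma cells stably carrying SNCA 5'UTR luciferase fusion; 0% = DMSO wells and 100% = positive control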
IEC-6 tox – IEC-6 cytotoxicity, counter-screen for KLF5 inhibitors; luminescence viability; 0.78% of 290,000 active; AID 1825; inhibition, % at 5 µM; in the data active = inhibition above about 22%;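 note: 0% = plate median of test compound wells and 100% = cytotoxic reference compound wells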
AI-2 QS modul – modulators of Vibrio harveyi AI-2 quorum sensing system; Vibrio harveyi JMH597 AI-2 luminescence/OD600 ratio, 9 h; stronger effect = lower value; strain lacks LuxN and CqsS sensors; 0 = neutral-control median; activity change, % at 7.5 µM; 0.4% of 300,000 active; in the data active = activity change below about -75%, passing the limit was not always enough;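 note: luminescence divided by OD600 gain over 9 h not by final OD600 alone; inactives centre near 13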
GSK3 alpha inh – blocks human GSK-3 alpha kinase; inhibition, % at 10 µM; ADP-Glo luminescence, 60 min; AID 2650; 0.1% of 320,000 active;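 in the data active = inhibition above about 50%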;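 note: GST-tagged GSK-3 alpha with peptide substrate and 25 µM ATP; 0% = DMSO neutral wells and 100% = GW8510 positive control wells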
Target sequence (P49840 whole entry, looked up): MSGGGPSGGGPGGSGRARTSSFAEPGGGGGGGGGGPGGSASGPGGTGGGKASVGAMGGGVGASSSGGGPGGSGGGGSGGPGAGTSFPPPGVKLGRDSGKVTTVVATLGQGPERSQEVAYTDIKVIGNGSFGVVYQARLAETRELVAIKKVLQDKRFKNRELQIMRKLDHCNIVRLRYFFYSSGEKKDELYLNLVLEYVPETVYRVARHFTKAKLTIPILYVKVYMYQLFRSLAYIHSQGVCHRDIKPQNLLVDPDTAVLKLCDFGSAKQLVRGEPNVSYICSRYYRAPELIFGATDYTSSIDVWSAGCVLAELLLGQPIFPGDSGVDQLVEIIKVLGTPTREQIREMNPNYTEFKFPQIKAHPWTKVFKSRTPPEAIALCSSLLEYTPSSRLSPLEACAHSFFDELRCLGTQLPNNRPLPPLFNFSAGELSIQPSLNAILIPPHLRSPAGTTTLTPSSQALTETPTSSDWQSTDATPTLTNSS
HSF-1 act – increases HSF-1 driven luciferase reporter signal | NIH3T3-HGL HSF-1 luciferase reporter, MG132, 8 h; 100% = twice DMSO control signal | activation, % at 9 µM | 1.7% of 300,000 active | AID 504408;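 active = mean replicate activation of at least 50% with a set share of replicates each reaching 50%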;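 note: 0% = median of the neutral control wells and 100% = twice that signal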
KLF5 inh – suppresses KLF5 promoter-driven expression | DLD-1 KLF5 promoter-luciferase reporter, luminescence | inhibition, % at 5 µM | 0.23% of 290,000 active;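 active = inhibition above a per-plate limit of that plate's mean compound inhibition plus 3 SD, cut at about 60% in these data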;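 note: 0% = DMSO wells and 100% = LY294002 at 200 µM; higher means less KLF5 promoter-driven luciferase light; inactives centre near -14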
HSF1 inhib – HSF1 inhibition. 0.77% of 300,000 active. AID 2098. activity change, negative = inhibition, % at 7.5 µM (by protocol). NIH3T3-HGL HSE-luciferase, MG132-induced, luminescence 8 h; stronger effect = lower value;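 active = more than half of replicate wells show activity change below -50%, luminescence cut by over half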;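 note: luciferase reports HSF-1 transcriptional activity via heat shock element; 0% = median of DMSO wells and -100% = zero luminescence signal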
Starred values were filed as active, the others as inactive; nt = not tested or not shown.

SMILES	GSK3B inh	HSP90 inh	HIF act	aSyn 5UTR inh	IEC-6 tox	AI-2 QS modul	GSK3 alpha inh	HSF-1 act	KLF5 inh	HSF1 inhib
O=C(Nc1ccc([N+](=O)[O-])cc1)/C(=C/c1cccc([N+](=O)[O-])c1)NC(=O)C1CCCCC1	1	3	-0.5	14	6	13	0	nt	-16	nt
O=S(=O)(c1cccc2cccnc12)N1CCc2ccccc21	1	-1	-0.1	21	-2	10	-1	-2	-8	-6
COc1ccc(/C=C/C(=O)N2CCN(c3ccccc3)CC2)cc1S(=O)(=O)N1CCOCC1	2	-1	0.5	0	-9	15	-1	30	10	20
CCOc1ccc(NC(=O)CC2C(=O)N(c3ccccc3)C(=O)N2Cc2ccccn2)cc1 (stereo unspecified)	-1	1	0.3	-48	-2	9	-3	4	-5	-2
Cc1c(NC(=O)C(=O)/C=C(\O)c2ccc(Br)cc2)c(=O)n(-c2ccccc2)n1C	2	0	-0.2	-14	6	12	1	12	-15	-7
CCn1c(-c2csc(-c3ccc(Cl)cc3)n2)n[nH]c1=S	4	1	0.2	-34	-2	10	-2	18	-22	2
O=C(NNC(=O)C(Cl)Cl)c1cnn(-c2ccccc2)c1C(F)(F)F	4	-2	-0.1	8	-5	23	-7	5	6	-6
CCOc1cc(N2CCOCC2)c(OCC)cc1NC(=O)c1ccc2ccccc2n1	0	5	0.0	-30	-1	32	-2	12	-31	5
CCCOc1ccc(N2CC(C(=O)Nc3ccccc3C(=O)NC)CC2=O)cc1 (stereo unspecified)	-1	-1	-0.3	-34	-1	17	-5	20	-26	-2
Cc1cccc2cc(CN(CC3CCCO3)C(=O)c3ccco3)c3nnnn3c12 (stereo unspecified)	-3	-4	-0.4	8	7	6	-4	-6	-24	-10
COc1ccc(CCNC2CCC(c3ccccc3)CC2)cc1 (stereo unspecified)	1	-4	-25	-4	0	27	-2	-10	-7	1
CN(C)CCCNCCCNC(=O)/C=N/O	-5	-2	nt	-6	0	10	0	21	-1	7
COc1cccc(NC(=O)c2cccc(C(=O)Nc3cccc(OC)c3)c2)c1	-2	-1	-1.0	-2	0	-5	1	16	-53	8
O=C(NNc1nc2ccc(Cl)cc2s1)c1cc(-c2cccs2)nc2ccccc12	2	0	0.3	1	3	5	4	24	15	3
O=C1c2cccnc2C(Nc2ccc(Cl)cc2)N1Cc1cccs1 (stereo unspecified)	2	0	-0.3	-8	11	-3	-1	7	-35	-2
O=C(Nc1cccc(NC(=O)c2ccc(-c3ccc(Br)cc3)o2)c1)c1ccccc1	0	-2	0.4	-7	2	22	3	19	-17	-2
Cc1ccc(N2CC(C(=O)NCCc3ccc(S(N)(=O)=O)cc3)CC2=O)cc1 (stereo unspecified)	-1	2	-0.1	31	-2	8	-3	-12	-41	-5
CCCCCCCCCCCC(=O)c1c(O)cccc1O	4	-2	0.0	8	-2	136	-4	51*	-7	20
COc1ccc(-c2nnc(NC(=O)c3ccc(S(=O)(=O)N4CCc5ccccc5C4)cc3)o2)cc1	0	4	-19	73*	-7	31	-1	-10	-21	-6
CCOc1ccccc1C(=O)NCc1ccc2c(c1)OCO2	-7	2	0.2	5	3	17	5	2	8	4
Cn1cccc1C(=O)Nc1nccs1	-3	4	4.0	-56	5	37	-3	-3	-47	-5
COc1ccc(NCC(=O)N/N=C/c2ccc3c(c2)OCCO3)cc1	5	-2	1.4	-40	-6	6	5	9	-13	-1
Cc1ccc(NC(=O)CSCC#N)cc1	2	6	0.3	-16	1	17	-3	-2	-17	-1
N#Cc1cnc(Nc2ccc(F)cc2)nc1N	0	-1	1.1	-26	-6	21	4	72*	-23	31
Cc1nnsc1C(=O)N1CCCC(N2CCN(c3ccc(F)cc3)CC2)C1 (stereo unspecified)	-1	-4	0.2	-3	0	16	-3	9	-29	1
Cc1ccc(CCN2CC(C(=O)NCCCOC(C)C)CC2=O)cc1 (stereo unspecified)	-19	-1	-0.1	10	-3	6	-1	-4	-7	0
O=C(O)CCCCCNc1nc2ncn(Cc3ccccc3)c2c(=O)[nH]1	0	1	-0.2	-7	1	10	-3	14	13	-3
COc1ccc(-c2c(NC(=O)c3ccco3)n(C)c3ccccc3c2=O)cc1	1	2	-0.5	-4	-5	8	nt	-11	-10	-7
Cc1cccc(S(=O)(=O)NCCc2ccccc2)c1	1	-2	0.2	11	2	6	-4	0	-26	2
CCOc1ccc(NC(=O)CSc2nc3ccccc3c(=O)n2CCCC(=O)N2CCCC2)cc1	1	0	-0.8	-3	-4	20	-1	1	4	-3

Part of the list above in order of number of heavy atoms, descending:
SMILES	GSK3B inh	HSP90 inh	HIF act	aSyn 5UTR inh	IEC-6 tox	AI-2 QS modul	GSK3 alpha inh	HSF-1 act	KLF5 inh	HSF1 inhib
Cc1nnsc1C(=O)N1CCCC(N2CCN(c3ccc(F)cc3)CC2)C1 (stereo unspecified)	-1	-4	0.2	-3	0	16	-3	9	-29	1
N#Cc1cnc(Nc2ccc(F)cc2)nc1N	0	-1	1.1	-26	-6	21	4	72*	-23	31
Cn1cccc1C(=O)Nc1nccs1	-3	4	4.0	-56	5	37	-3	-3	-47	-5

Remaining list, next part
SMILES	GSK3B inh	HSP90 inh	HIF act	aSyn 5UTR inh	IEC-6 tox	AI-2 QS modul	GSK3 alpha inh	HSF-1 act	KLF5 inh	HSF1 inhib
COc1ccc(CC(=O)NNC(=O)c2ccncc2)cc1	0	4	-0.5	0	4	8	-2	-8	4	-1
CCOC(=O)C1CCN(S(=O)(=O)c2cc(F)ccc2OC)CC1	2	1	-0.4	19	-2	10	0	-2	-25	-6
O=C(CCn1ccc2cc(S(=O)(=O)N3CCCC3)ccc21)NCc1cccc(F)c1	1	-1	-0.6	-8	-3	6	5	2	-22	1
Cc1ccccc1NC(=O)CCCCC(=O)Nc1ccccc1C	1	-1	0.6	-8	-3	15	1	-53	-1	-42
Cc1ccc(S(=O)(=O)NNC(=O)Nc2cccc3ccccc23)cc1	2	-1	1.0	-30	3	9	0	42	-2	23
O=[N+]([O-])c1ccc(Sc2nccn2Cc2ccccc2)c([N+](=O)[O-])c1	8	0	1.0	4	4	-21	3	18	-3	20
Cc1cc(C(=O)COC(=O)CNS(=O)(=O)c2ccc3ccccc3c2)c(C)n1-c1ccccc1	0	1	-0.1	8	-1	7	0	36	-15	-2
CCC(C)(C)n1nnnc1C(C(C)C)N(CCCO)Cc1cc2cc(C)ccc2[nH]c1=O (stereo unspecified)	-1	0	-0.3	-3	-2	14	-2	12	-17	4
Cc1cc(C)n(Cc2ccc(C(=O)NN)o2)n1	2	6	0.2	16	6	6	-2	6	-16	1
C=CCNC(=S)N/N=C/c1ccc(-c2ccc(OC)cc2)o1	1	1	4.1	-62	6	23	2	40	8	28
CC(c1ccccc1)n1c(NCCCn2ccnc2)nc2c1c(=O)[nH]c(=O)n2C (stereo unspecified)	-4	2	-1.3	5	11	9	nt	-8	-1	-2
CC(C)(C)NC(=O)C(c1ccc(F)cc1)N(Cc1ccco1)C(=O)Cn1nnc(-c2cccs2)n1 (stereo unspecified)	1	1	-0.6	-11	2	14	-3	29	-5	15
O=[N+]([O-])c1ccc(Sc2cccc3cccnc23)cc1	7	2	2.0	-35	3	18	1	41	-37	23
O=C1CC(c2ccccc2)CC(O)=C1C=Nc1ccc(Cl)cc1 (stereo unspecified)	0	2	-0.1	-34	-3	-6	0	141*	-20	104
O=C(CN1CCCCCC1=O)N1CCN(S(=O)(=O)c2cccs2)CC1	-4	-3	0.2	-1	-1	40	8	1	-27	-3
O=Nc1c(-c2ccccc2)[nH]n(-c2ccccc2)c1=O	-1	8	-2.2	11	-8	70	-1	98*	-50	65
Brc1ccsc1/C=N/Nc1ccccc1	-2	nt	-0.2	-9	nt	15	-4	2	nt	-4
Cc1nn(CC(=O)Nc2cc(S(=O)(=O)N(C)C)ccc2Cl)c(C)c1[N+](=O)[O-]	-4	1	0.0	-14	2	20	-1	-18	15	-9
O=c1cc(CN2CCN(Cc3ccccc3)CC2)c2ccc(O)c(O)c2o1	1	-5	2.1	-1	-8	42	-4	2	-13	-4
CCn1nnnc1SCC(=O)c1ccc(C)cc1	-2	-1	3.1	-66	1	12	-1	29	-84	10
C=CCNC(=O)/C(=C/c1cccc([N+](=O)[O-])c1)NC(=O)c1ccccc1	2	3	-0.6	18	2	8	-2	15	-15	-1
COC(=O)c1sc(NC(=O)CSc2n[nH]c(N)n2)c(C(=O)OC)c1C	-1	0	-0.5	5	-6	11	-1	-17	-17	-21
Cn1c(-[n+]2c(-c3ccccc3)cc(-c3ccccc3)cc2-c2ccccc2)nc2cc([N+](=O)[O-])ccc21	2	9	0.1	13	10	23	-1	6	-21	8
O=C(O)C1C2C=CC(O2)C1C(=O)Nc1ccc(S(=O)(=O)Nc2ccccc2)cc1 (stereo unspecified)	nt	2	nt	nt	0	nt	-2	nt	-15	nt
Clc1ccc(-c2csc(N/N=C\c3cccnc3)n2)cc1	2	6	1.9	-77	-10	14	0	-9	-56	-1
Cc1cc(C)c(NC(=O)c2cccc3c2C(=O)N(C2CCCCC2)C3)c(C)c1	nt	-4	-1.0	-5	5	31	0	1	-5	-3
CCCCCCc1cc2cc(C(N)=O)c(=N)oc2cc1O	2	1	-0.4	30	-6	13	2	-26	-18	-10
Cc1onc(-c2ccccc2)c1CNS(=O)(=O)c1cccc(Cl)c1	0	2	-0.3	6	1	12	-1	2	-15	-10
O=C(N1CCN(c2ncccn2)CC1)C12CC3CC(CC(C3)C1)C2	2	nt	0.1	-12	nt	11	0	-3	nt	3
CCN1CCN(c2ncnc3c2cnn3-c2ccc(C)cc2C)CC1	-3	nt	0.3	-2	nt	14	-2	-7	nt	-10
Cn1c(=O)c2c(nc(N/N=C/c3ccncc3)n2Cc2ccccc2)n(C)c1=O	-3	-1	0.9	-8	5	11	4	3	14	-2
CCOC(=O)NNc1cc(C(F)(F)F)ccn1	5	-1	0.1	5	-8	4	0	13	-1	-1
NC(=O)CN1CCN(S(=O)(=O)c2ccc(Br)cc2)CC1	1	2	-0.7	4	-1	22	0	3	9	-2
CC(C)(C)c1ccc(C(=O)NC(=S)NCc2ccco2)cc1	1	-4	-1.0	5	-7	-39	-1	32	-32	3
COc1cc2[nH]c(=O)n(CCCCCC(=O)NCCc3c[nH]c4ccccc34)c(=O)c2cc1OC	-2	-1	0.1	8	1	21	-1	9	-18	-3
O=C(O)/C(=C\c1ccco1)NC(=O)c1ccccc1	2	2	-0.2	17	-3	0	-2	-4	-18	-8
COc1cc(C(=O)N(c2ccc(C)c(C)c2)C2C=CS(=O)(=O)C2)cc(OC)c1OC (stereo unspecified)	3	-2	0.2	21	3	-2	-1	27	-33	-2
CSCCC(NC(=O)c1ccco1)C(=O)N1CCN(Cc2ccccc2)CC1 (stereo unspecified)	-5	nt	-0.4	12	nt	19	-4	-17	nt	0
CCC(CC)NC(=O)c1cc(OC)c(OC)cc1[N+](=O)[O-]	0	1	0.2	-5	8	23	0	8	15	4
O=C(Nc1cccc2cccnc12)c1ccc(Cl)cc1	2	-2	1.0	-76	11	-2	7	10	-47	21
COc1ccccc1S(=O)(=O)Nc1cccc(-c2nnc3n2CCCCC3)c1	3	-2	0.1	-18	4	5	2	-12	-13	8
